Source: PubChem (National Center for Advancing Translational Sciences (NCATS))
AmpC detergent – qHTS Inhibitors of AmpC Beta-Lactamase (assay with detergent); P00811; AID 485294, 2010; 0.041% of 370,000 active; AmpC hydrolysis of nitrocefin, absorbance 480 nm, 0.01% Triton; Potency, µM (highest dose often 114 µM), for inactives: at the top dose activity change, negative = inhibition, usual class: inhibitors;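 note: potency is the fitted concentration of half-maximal effect; 0% = no-compound wells and -100% = no-enzyme wells; nearly all actives have a fitted effect of over 25% in size; some results filed as inactive show a strong effect at the top dose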
Target sequence (P00811 whole entry, looked up): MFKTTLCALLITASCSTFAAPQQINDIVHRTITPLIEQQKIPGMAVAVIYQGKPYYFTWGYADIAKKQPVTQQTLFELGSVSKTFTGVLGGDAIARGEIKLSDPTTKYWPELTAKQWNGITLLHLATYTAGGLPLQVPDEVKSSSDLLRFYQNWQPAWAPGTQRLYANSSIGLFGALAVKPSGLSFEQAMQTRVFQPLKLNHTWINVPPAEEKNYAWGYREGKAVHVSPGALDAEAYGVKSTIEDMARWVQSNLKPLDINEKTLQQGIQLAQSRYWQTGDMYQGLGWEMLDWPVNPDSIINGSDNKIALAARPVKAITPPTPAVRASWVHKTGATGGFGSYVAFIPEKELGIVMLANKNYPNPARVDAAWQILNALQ
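AmpC (5.3 nM in the dispensed reagent) in 20 mM phosphate pH 7.0 with 0.01% (detergent screen) or 0.0001% Triton X-100 was preincubated with compounds for 15 min at room temperature. Nitrocefin was then added from an 800 uM solution, and hydrolysis was followed at 480 nm.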
AmpC inh no detg – qHTS Inhibitors of AmpC Beta-Lactamase (assay without detergent); AmpC nitrocefin hydrolysis, absorbance 480 nm, 0.0001% Triton; Potency, µM (titrated, usually from 57.1 µM), for the others: at the highest dose activity change, negative = inhibition, usual class: inhibitors; 0.52% of 330,000 active; AID 485341, 2010;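 note: potency is the fitted concentration of half-maximal effect; plate controls were no compound for no effect and no enzyme for full effect; nearly all actives have a fitted effect of over 20% in size; some results filed as inactive show a strong effect at the top dose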
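AmpC (5.3 nM in the dispensed reagent) in 20 mM phosphate pH 7.0 with 0.01% (detergent screen) or 0.0001% Triton X-100 was preincubated with compounds for 15 min at room temperature. Nitrocefin was then added from an 800 uM solution, and hydrolysis was followed at 480 nm.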
AMA1-RON2 inh – qHTS for Inhibitors of AMA1-RON; Towards Development of Antimalarial Drug Lead: Primary Screen; AlphaScreen AMA1-biotinylated RON2 peptide binding; Potency, µM (series often up to 58.2 µM), for the others: top-dose activity change, negative = inhibition, most hits filed as inhibitors; 0.2% of 360,000 active; AID 720542, 2013;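 note: potency is the fitted concentration of half-maximal effect; 0% = vehicle wells and -100% = peptide control; nearly all actives have a fitted effect of over 45% in size; some results filed as inactive show a strong effect at the top dose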
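AMA1 (3D7) with his tag at 25 nM final met compounds first, then biotinylated RON2 peptide at 25 nM; detection used donor plus acceptor beads, 10 µg/mL apiece, read by AlphaScreen after 30 min at room temperature.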
HCMV inh – qHTS Assay for inhibitors of the human cytomegalovirus (HCMV) | HFF cells, HCMV-luciferase reporter, 72 h; hits give low values | activity change, negative = inhibition, % at 57.5 µM | 4.5% of 410,000 active | AID 1259415, 2018; in the data active = activity change below about -60%; inconclusive = no clear call, values can overlap the other calls; inactive = above about -39%
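Cell-based, HFFs, 1000 cells/well, 16 h 37C; cpds in DMSO + HCMV-luc, MOI 1 PFU/cell; 72 h 37C; OneGlo luminescence after 5 min RT; norm. to buffer vs Salinomycin 10uM.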
* marks the source's active call; other numbers are inactive results; & = joins results of further samples; [ ] = another dose, or the depositor's remark. Unless noted, calls come from the whole dose curve; as a rule, active = well fitted curve in the direction sought with a large enough effect; inconclusive = small, poorly fitted or top-dose-only effect, or another doubt; inactive = no such curve, though single readings can be large; an effect the other way counts as inactive or inconclusive. Unless noted, % is set by controls: 0 for no effect and ±100 for the full control effect. Some of the compounds tested (hit frequency here may not be typical).

`COc1ccc(S(=O)(=O)Nc2cccc(-c3ccc(N4CCC(C)CC4)nn3)c2)c(OC)c1` gave AmpC detergent 9% and HCMV inh -13.
`CCn1c(=O)n(-c2cccc(Cl)c2)c(=O)c2sc3ccccc3c21` gave AmpC detergent 0% and HCMV inh 1.
`O=C(CCCc1ccccc1)NC1CC(=O)N(c2cccc(F)c2)C1` (stereo not given) gave AmpC detergent 5% and HCMV inh -22.
`CCC(=O)N1CCc2cc(S(=O)(=O)NCCC(=O)Nc3ccc(C)cc3C)ccc21` gave AmpC detergent 3% and HCMV inh -16.
`Cn1c(=O)oc2cc(S(=O)(=O)N3CCCC(C(=O)NCCc4ccccc4)C3)ccc21` (stereo not given) gave AmpC detergent 8% and HCMV inh 3.
`CC(C)c1ccc(S(=O)(=O)NCc2ccc3c(c2)CCN3C(=O)c2ccccc2)cc1` gave AmpC detergent -3% and HCMV inh -66*.
COc1ccc2oc(=O)c(C(=O)Nc3cccc(C(=O)O)c3)cc2c1 was read as AmpC detergent 2% and HCMV inh 107.
Screening CNC(=O)C1CCC(Cn2c(=O)c3sccc3n(CC(=O)N3CCCC(C)C3)c2=O)CC1 (stereo not given) returned AmpC detergent 18% and HCMV inh -4.
For CCOC(=O)c1cc2c(=O)n3ccccc3nc2n(Cc2ccco2)c1=NC(=O)c1ccccc1Br the results were AmpC detergent -10% and HCMV inh -18.
Screening Cc1ccc2c(=O)n3c(nc2c1)C(CC(C)C)NC(=O)c1ccc(Cl)cc1-3 (stereo not given) returned AmpC inh no detg -33% and HCMV inh -7.
`O=S(=O)(c1ccc2c(c1)OCCO2)N1C[C@@H]2C[C@H]1CN2S(=O)(=O)c1c(F)cccc1F` gave AmpC inh no detg -25% and HCMV inh -4.
`Cn1nnnc1Sc1ncnc2scc(Br)c12` gave AmpC inh no detg -13% and HCMV inh -97*.
Screening O=S(=O)(c1ccc2c(c1)OCCO2)N1CCN(S(=O)(=O)c2ccco2)CC1 returned AmpC inh no detg -2% and HCMV inh -10.
Screening O=C(NNS(=O)(=O)c1c(F)cc(F)c(Cl)c1F)C12CC3CC(CC(C3)C1)C2 returned AmpC inh no detg -18% and HCMV inh -14.
`Cc1nc(SCc2nc3ccccc3[nH]2)c2oc3cc([N+](=O)[O-])ccc3c2n1` gave AmpC inh no detg -28% and HCMV inh 28.
For C=CCNc1oc(-c2cccc(F)c2)nc1C#N the results were AmpC inh no detg -13% and HCMV inh 2.
For Cn1nnnc1Sc1ncnc2scc(-c3ccc(Br)cc3)c12 the results were AmpC inh no detg -5% and HCMV inh -98*.
`C=CCNc1oc(-c2cccc(Cl)c2)nc1C#N` gave AmpC inh no detg -36% and HCMV inh 32.
Screening Fc1ccccc1-c1nc(-c2ccc(-c3nn[nH]n3)cc2)no1 returned AmpC inh no detg -28% and HCMV inh 76.
Screening COc1ccc2nc3n(c(=O)c2c1)-c1ccccc1C(=O)NC3Cc1ccccc1 (stereo not given) returned AmpC inh no detg -11% and HCMV inh -13.
For Nc1ncnc2c1C(c1ccccc1)c1c(ccc3ccccc13)O2 (stereo not given) the results were AmpC inh no detg -5% and HCMV inh inconclusive.
For COc1ccc2nc3n(c(=O)c2c1)-c1ccc(Cl)cc1C(=O)NC3Cc1ccccc1 (stereo not given) the results were AmpC inh no detg 94%[activator] and HCMV inh -26.
For Cc1ccc2c(c1)-n1c(nc3cc(Cl)ccc3c1=O)C(CC(C)C)NC2=O (stereo not given) the results were AmpC inh no detg -20% and HCMV inh 12.
`C[C@]12CCC3C(CC[C@H]4C[C@@H](O)CC[C@]34C)C1CC[C@@]2(O)C(F)(F)F` (stereo not given in full) gave AmpC inh no detg -12% and HCMV inh -61*.
Screening CN(C)c1cccc(-c2csc(N3CCC(C(N)=O)CC3)n2)c1 returned AmpC inh no detg -22% and HCMV inh 114.
Screening Cc1ccc2c(c1)-n1c(nc3ccccc3c1=O)C(CC(C)C)NC2=O (stereo not given) returned AmpC inh no detg -27% and HCMV inh -2.
`CCOC(=O)CCC(=O)Nc1ncnc2c1C(c1ccccc1)c1c(ccc3ccccc13)O2` (stereo not given) gave AmpC inh no detg 23% and HCMV inh 23.
`Cc1ccc2c(=O)n3c(nc2c1)C(Cc1ccc(O)cc1)NC(=O)c1ccc(Cl)cc1-3` (stereo not given) gave AmpC inh no detg -28% and HCMV inh 59.
`COc1ccc(C2=Nn3c(nnc3-c3ccccc3C(F)(F)F)SC2)cc1OC1CCOC1` (stereo not given) gave AmpC inh no detg 69%[activator] and HCMV inh 13.
`Cc1ccc2c(c1)-n1c(nc3cc(F)ccc3c1=O)C(Cc1ccc(O)cc1)NC2=O` (stereo not given) gave AmpC inh no detg -33% and HCMV inh 16.
`Cn1nnnc1Sc1ncnc2scc(-c3cccc(Br)c3)c12` gave AmpC inh no detg -36% and HCMV inh -18.
`COc1cccc2c1oc1c(SCc3nc4ccccc4[nH]3)nc(C)nc12` gave AmpC inh no detg 112%[activator] and HCMV inh 8.
For Cc1ccc2oc3c(SCc4nc5ccccc5[nH]4)nc(C)nc3c2c1 the results were AmpC inh no detg 52% and HCMV inh 0.
Screening COc1ccc(OC)c(-c2nnc3n2N=C(c2ccc(OC)c(OC4CCCC4)c2)CS3)c1 returned AmpC inh no detg 103%[activator] and HCMV inh -88*.
For COc1cccc(C=C2Cc3ccccc3C2=O)c1 the results were AMA1-RON2 inh -1% and HCMV inh 0.
`CN(C)CCNC(=O)c1cccc2[nH]c(-c3ccncc3)nc12` gave AMA1-RON2 inh 6% and HCMV inh -100*.
Screening CNC[C@H]1Oc2cc(Br)ccc2S(=O)(=O)N([C@@H](C)CO)C[C@H]1C returned AMA1-RON2 inh 13% and HCMV inh 10.
O=[N+]([O-])c1ccc(S(=O)(=O)Nc2ccc(-c3ccccc3)cc2)cc1 was read as AMA1-RON2 inh -26% and HCMV inh -18.
For CCOC(=O)C1(C)CCCN(C(=O)c2ccc(OC)cc2)C1 (stereo not given) the results were AMA1-RON2 inh 10% and HCMV inh -28.
Screening COc1ccc(CN2C(=O)C(CC(=O)NCc3ccco3)CC(C(=O)N(C(C)C)C(C)C)=C2C)cc1 (stereo not given) returned AMA1-RON2 inh 11% and HCMV inh 4.
COC(=O)CCCn1cc(CN2CC(N3CCCC3)CS2(=O)=O)nn1 (stereo not given) was read as AMA1-RON2 inh 7% and HCMV inh 12.
For COc1ccccc1-c1noc2c1C(=O)N(Cc1cn(C3CCCC3)nn1)CC2 the results were AMA1-RON2 inh 14% and HCMV inh 24.
Screening Nc1nc2c(Br)ccc(Br)c2cc1C(=O)NCc1cccc2ccccc12 returned AMA1-RON2 inh 38%[activator] and HCMV inh -11.
Screening CN(Cc1ccccc1)C(=O)c1[nH]c(C(F)(F)F)nc1-c1ccccc1 returned AMA1-RON2 inh -29% and HCMV inh 9.
For NC(c1ccccc1)c1csc(Nc2cc(Oc3ccccc3)ncn2)n1 (stereo not given) the results were AMA1-RON2 inh 26% and HCMV inh 58.
O[C@H]1C[C@H](c2ccc(Cl)cc2)N(Cc2cccs2)C[C@@H]1n1cc(C2CC2)nn1 was read as AMA1-RON2 inh -2% and HCMV inh 15.
COc1cccc(C2CC(OCCF)=CC(=O)O2)c1 (stereo not given) was read as AMA1-RON2 inh 44%[activator] and HCMV inh -6.
For N#Cc1ccc(-c2ccc3nccn3c2)cc1 the results were AMA1-RON2 inh 23% and HCMV inh 25.
`CCCCN(C=O)c1c(CC)nc2c(OCc3ccccc3C(=O)OC)cccn12` gave AMA1-RON2 inh -4% and HCMV inh inconclusive.
Screening COc1cccc(-c2cnc(C(O)c3ccc(C)cc3C)[nH]2)c1 (stereo not given) returned AMA1-RON2 inh -14% and HCMV inh -31.
For O=C(OC1CCCC1)c1ccc(Cl)cc1Cl the results were AMA1-RON2 inh 19% and HCMV inh -18.
`CC(C)NC(=O)N(C)C[C@@H]1Oc2cc(Br)ccc2S(=O)(=O)N([C@@H](C)CO)C[C@H]1C` gave AMA1-RON2 inh -2% and HCMV inh 14.
`COc1cc(F)ccc1-c1cc(C(=O)Nc2ccc(C)c(NS(C)(=O)=O)c2)[nH]n1` gave AMA1-RON2 inh 19% and HCMV inh -38.
For O=C1c2ccccc2C(c2nnnn2-c2ccc3c(c2)OCCO3)N1Cc1cccc(F)c1 (stereo not given) the results were AMA1-RON2 inh -2%&2% and HCMV inh -28&-11.
CCOC(=O)Nc1ccc(S(=O)(=O)N2CCC(c3nc4ccccc4[nH]3)CC2)cc1 was read as AMA1-RON2 inh 5% and HCMV inh -38.
O=C(Nc1ccccc1)C1=C[C@H](c2ccccc2)C[C@H](OCCCCO)O1 was read as AMA1-RON2 inh -11% and HCMV inh 27.
`COCCNc1nc2cc(-c3ccc(C)cc3)sc2c(=O)n1C` gave AMA1-RON2 inh 0% and HCMV inh 90.
For CC1Cn2c(nnc2-c2cccs2)S1 (stereo not given) the results were AMA1-RON2 inh 2% and HCMV inh 2.
For O=C(COC(=O)Cc1ccccc1F)NCc1ccccc1Cl the results were AMA1-RON2 inh -9% and HCMV inh 27.
`Cc1cc(N2CCN(c3ccccn3)CC2)n2nc(C)nc2n1` gave AMA1-RON2 inh -5% and HCMV inh 2.
Screening S=C(Cc1ccccc1)Nc1ccccc1 returned AMA1-RON2 inh 16% and HCMV inh -33.
O=C1c2ccccc2C(c2nnnn2Cc2ccccc2)N1Cc1cccs1 (stereo not given) was read as AMA1-RON2 inh 1%&-6% and HCMV inh -2&-28.
Screening C[C@H](CO)N1C[C@H](C)[C@@H](CN(C)Cc2ccncc2)OCc2cnnn2CCCC1=O returned AMA1-RON2 inh -6% and HCMV inh 25.
CCN(CC(=O)Nc1ccc(NC(C)=O)cc1)C(=O)c1ccc(N2C(=O)c3ccccc3C2=O)cc1 was read as AMA1-RON2 inh -2% and HCMV inh 0.
For CC(C)CC1CCCC12NC(=O)NC2=O (stereo not given) the results were AMA1-RON2 inh -4% and HCMV inh 33.
For Cn1ccc2cc(OCc3ccccc3)ccc21 the results were AMA1-RON2 inh inconclusive and HCMV inh 17.
`CCOc1ccc(-c2cc(C(=O)NCc3ccc(C(F)(F)F)cc3)[nH]n2)c(C)c1` gave AMA1-RON2 inh -3% and HCMV inh inconclusive.
`CC(C)(C)OC(=O)N1CCc2onc(-c3ccc(-n4cc(C5=CCCCC5)nn4)cc3)c2C1=O` gave AMA1-RON2 inh -5% and HCMV inh 78.
Screening N#Cc1ccc(C2CC(OCCF)=CC(=O)O2)cc1 (stereo not given) returned AMA1-RON2 inh -13% and HCMV inh 36.
Screening O=C(Nc1ccccc1)Oc1cccc2cccnc12 returned AMA1-RON2 inh 35%[activator] and HCMV inh -6.
For CCn1c(=S)sc2nc(C)sc21 the results were AMA1-RON2 inh -8% and HCMV inh 19.
For CN(C)c1ccc(-c2csc(C(O)c3ccc(F)cc3)n2)cc1 (stereo not given) the results were AMA1-RON2 inh inconclusive and HCMV inh 21.
`COc1cccc(-c2sc3ccc(OC)cc3c2-c2cnc(N3CCOCC3)nc2)c1` gave AMA1-RON2 inh -6% and HCMV inh 38.
For O=C1NC[C@H](Cc2ccc(O)cc2)N(CCc2cc(C(F)(F)F)cc(C(F)(F)F)c2)C1=O the results were AMA1-RON2 inh -13% and HCMV inh -22.
